Rtt109 HAT inh – inhibitors of Candida albicans Rtt109/Vps75 histone acetyltransferase. Q5AAJ8. purified Rtt109/Vps75, ThioGlo CoA-SH fluorescence, 4 h. inhibition, % at 34.9 µM. 330,000 compounds, 0.16% hits. AID 540336;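 active means inhibition of at least 50% in every replicate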
Wnt bcat act – activators of Wnt/beta-catenin signaling; activation, % at 9.35 µM; Wnt/beta-catenin reporter cell assay, activator, plate reader; 300,000 compounds, 1.2% hits; in the data active means activation above about 30%, passing the limit was not always enough;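 further: 0% = neutral control wells and 100% = positive control wells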
Tat transport – blocks Tat-dependent protein export in E. coli | E. coli MC4100 TorA-mCherry Tat export, fluorescence | inhibition, % at 10 µM | 340,000 compounds, 0.036% hits;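 active means mean replicate inhibition at least 50% and at least half of replicates individually reaching 50%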;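 further: exported cargo escapes ClpAP degradation while cytoplasmic cargo is degraded and loses fluorescence; 0% = median of neutral control wells and 100% = median of NaSCN control wells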
MITF TRPM1 HTS – activators of MITF-driven TRPM1 promoter activity in SK-MEL-5 cells; 300,000 compounds, 0.75% hits; activation, % at 12.5 µM; SK-MEL-5 TRPM1-promoter luciferase, 24 h; % of positive control, neutral wells = 0; AID 588334;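 active means mean activation of at least 80% with every replicate also reaching 80%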;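 further: 0% = neutral control wells and 100% = parthenolide positive control wells; values of inactives mirror those of a sister screen read the other way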
CAL PDZ FP-1 – inhibitors of human CAL PDZ peptide binding; Q9HD26; purified CAL PDZ, TMR-peptide fluorescence polarization, 1 h; inhibition, % at 24.9 µM; 300,000 compounds, 0.92% hits; AID 602252;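 active means mean inhibition of at least 30% with at least half of replicates also reaching 30%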;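 further: 0% = DMSO neutral control and 100% = excess unlabeled competitor peptide PRC23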
CAL PDZ FP-2 – inhibitors of human CAL PDZ peptide binding. Q9HD26. purified CAL PDZ, TMR-peptide fluorescence polarization, 1 h. inhibition, % at 20 µM. 330,000 compounds, 0.02% hits. AID 504414;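 active means highest replicate inhibition of at least 40%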;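 further: plate controls were DMSO neutral control wells for no effect and unlabeled competitor peptide control wells for full effect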
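Test system: purified CerCALP PDZ construct; Compound dosing: one concentration, 20 µM compound; Also added: TMR-labelled reporter peptide T*-PRC34 bound in PDZ groove; Read-out: inhibition from polarization loss; Controls: unlabelled peptide and DMSO controls; Signal: FP readout, S and P plane fluorescence; Incubation: 1 h at RT.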
V-ATPase pH – regulators of yeast V-ATPase proton transport. S. cerevisiae, pHLuorin cytosolic pH fluorescence. response, % at 10 µM. 350,000 compounds, 0.37% hits. AID 504577; in the data active means response mostly above about 7.3%, no sharp cut-off; inactive means mostly below about 5.4%; further: actives read high; inactives centre near 0; some compounds called inactive have numbers as strong as hits
RTF Ca sens act – cardiac RTF calcium sensitization; IANBD-labeled TnC RTF fluorescence at EC20 calcium; 0% EC20 calcium, 100% full calcium; activation, % at 7.2 µM; 340,000 compounds, 0.24% hits; AID 493008;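 active means activation above the mean over all tested compounds plus 3 SD, cut at about 30% in these data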;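 further: rise in fluorescence read as greater calcium sensitivity of cardiac thin filaments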
CDK5 inh – CDK5/p35 (human) kinase inhibition | Q00535+Q15078 | Recombinant CDK5/p35, ADP-Glo luminescence, 60 min | inhibition, % at 10 µM | 330,000 compounds, 0.01% hits;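 active means highest replicate inhibition of at least 50% and at least 75% of replicates reaching 50%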;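 further: plate controls were DMSO neutral control for no effect and GW8510 at 10 µM for full effect; many of its hits are not listed in these tables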
Target sequence (Q00535 whole entry, looked up): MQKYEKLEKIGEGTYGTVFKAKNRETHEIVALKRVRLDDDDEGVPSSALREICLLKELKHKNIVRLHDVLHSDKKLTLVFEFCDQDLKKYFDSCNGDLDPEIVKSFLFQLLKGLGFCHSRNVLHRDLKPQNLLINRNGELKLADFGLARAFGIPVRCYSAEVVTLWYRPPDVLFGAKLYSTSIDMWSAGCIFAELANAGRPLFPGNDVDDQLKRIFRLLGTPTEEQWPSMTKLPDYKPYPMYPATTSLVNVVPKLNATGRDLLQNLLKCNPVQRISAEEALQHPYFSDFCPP
Target sequence (Q15078 whole entry, looked up): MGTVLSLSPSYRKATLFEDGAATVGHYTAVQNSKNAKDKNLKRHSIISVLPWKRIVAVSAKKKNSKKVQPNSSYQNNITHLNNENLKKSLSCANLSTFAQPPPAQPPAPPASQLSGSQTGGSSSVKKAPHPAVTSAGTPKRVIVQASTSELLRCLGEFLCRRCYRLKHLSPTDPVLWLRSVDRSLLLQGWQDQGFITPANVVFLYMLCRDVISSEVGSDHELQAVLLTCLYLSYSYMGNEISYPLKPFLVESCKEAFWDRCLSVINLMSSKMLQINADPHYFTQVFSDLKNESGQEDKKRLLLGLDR
dFosB act – enhances mouse delta FosB homodimer DNA binding. 340,000 compounds, 0.99% hits. P13346. purified delta FosB, TAMRA-CDK5 oligo fluorescence polarization; percent of positive-control signal above neutral wells. activation, % at 25 µM;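 active means mean activation above about 17%, with every replicate also reaching it, limit read from the data, passing the limit was not always enough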;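 further: fluorescence polarization rise as delta FosB binds a TAMRA Cdk5 AP-1 oligo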
Target sequence (P13346 whole entry, looked up): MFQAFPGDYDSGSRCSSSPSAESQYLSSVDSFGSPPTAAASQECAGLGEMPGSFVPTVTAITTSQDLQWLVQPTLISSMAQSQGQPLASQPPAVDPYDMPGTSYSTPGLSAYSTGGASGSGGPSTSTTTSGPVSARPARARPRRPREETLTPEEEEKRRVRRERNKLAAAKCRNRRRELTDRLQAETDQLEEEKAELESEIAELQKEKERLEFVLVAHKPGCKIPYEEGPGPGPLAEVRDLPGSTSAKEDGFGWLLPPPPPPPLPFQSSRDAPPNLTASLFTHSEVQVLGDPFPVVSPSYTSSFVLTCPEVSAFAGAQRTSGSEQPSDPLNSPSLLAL
The depositor's hits bear a star; . = no result given.

SMILES | Rtt109 HAT inh | Wnt bcat act | Tat transport | MITF TRPM1 HTS | CAL PDZ FP-1 | CAL PDZ FP-2 | V-ATPase pH | RTF Ca sens act | CDK5 inh | dFosB act
CC12CCC(C(=O)N(CC(O)CN3CCCCC3)C1=O)C2(C)C (stereo unspecified) | -5 | . | -4 | 8 | -19 | -2.2 | 4 | -5 | -1.3 | 0
C[C@H](CO)N1C[C@H](C)[C@@H](CN(C)S(C)(=O)=O)Oc2ccc(NC(=O)Nc3ccccc3)cc2C1=O | -10 | 0 | 19 | 6 | -2 | -1.4 | -2 | 3 | -0.2 | -6
Cc1c(C(=O)NN2CCOCC2)oc2c1ccc1ccccc12 | 3 | 0 | -1 | 5 | . | -2.8 | 1 | -4 | -1.5 | -14
O=C(Cn1nc2ccccc2n1)N/N=C/c1cc([N+](=O)[O-])ccc1O | 12 | 1 | -7 | -24 | -4 | -0.1 | 0 | -4 | -0.4 | -9
COc1ccc(C(C(=O)Nc2ccc3c(c2)OCO3)N(C)C(=O)Cc2c[nH]c3ccccc23)cc1 (stereo unspecified) | -8 | 0 | 4 | -7 | 2 | 0.1 | 3 | 4 | -3.1 | 0
NNC(=O)c1cncc(Br)c1 | 9 | 4 | -15 | . | 0 | 0.8 | 0 | . | -0.7 | -4
O=C(COc1cccc(Br)c1)N/N=C1\CCCc2ccccc21 | -13 | 3 | -3 | 2 | -2 | -0.4 | 0 | 6 | -2.7 | -3
COc1cc(/C=N/NC(=O)c2ccccn2)cc2c1OCO2 | 0 | -1 | 1 | 15 | -1 | -3.6 | -2 | 4 | -0.1 | 7
CCOc1ccc(NC(=O)CSc2nc3ccccc3nc2N2CC(C)OC(C)C2)cc1 (stereo unspecified) | 11 | -5 | -1 | . | . | 0.4 | -4 | -1 | 1.4 | 0
COc1ccc(Cl)cc1N=Cc1c(O)cc(C)oc1=O | 2 | . | 4 | -3 | -2 | -2.0 | -2 | 0 | -0.5 | -3
CCOc1ccc(NC(=O)COC(=O)C2C3CC4OC(=O)C2C4C3)cc1 (stereo unspecified) | -6 | 2 | -9 | -4 | 1 | -2.6 | -2 | 5 | 3.6 | 1
COCCCNC(=O)C1CCCN(C(=O)Nc2ccc(OC)cc2)C1 (stereo unspecified) | -9 | . | -2 | . | -2 | -1.0 | -2 | -6 | -0.5 | 7
N#Cc1c2c(c(-c3ccccc3)[nH]c1=O)CCCC2 | 4 | -3 | 1 | -17 | -6 | -1.7 | -1 | -6 | 0.1 | -3
Cc1ccccc1NC(=O)c1cccc2nc3ccccc3nc12 | -1 | -1 | 3 | -65 | -3 | -1.1 | -1 | 0 | -0.2 | -16
O=C(Nn1cnnc1)c1cc(-c2cccc(Br)c2)nc2ccccc12 | 0 | 6 | -1 | -2 | -3 | -1.1 | 0 | 3 | 3.1 | -15
Cc1ccc(NC(=O)c2ccc(NCc3ccco3)c([N+](=O)[O-])c2)cc1Cl | 0 | 7 | 1 | 14 | -10 | -0.5 | -2 | 13 | -2.3 | 8
COc1cccc(CN2CCNC(=O)C2CC(=O)N(C)C2CCOCC2)c1OC (stereo unspecified) | -4 | -9 | -6 | -2 | -1 | -0.3 | 4 | 4 | -1.1 | -5
COc1ccccc1CNC(=O)CN1NS(=O)(=O)c2ccccc2C1=O | 5 | 1 | 2 | 0 | . | -1.0 | 1 | 7 | -5.9 | -7
CCOC(=O)N1CCN(C(=O)c2ccc3nc4cc(Cl)ccc4c(=O)n3c2)CC1 | -40 | -1 | -6 | -2 | . | -0.9 | -3 | 2 | 0.1 | -1
CC1=C(C(=O)Nc2ccccc2)C(c2ccncc2)C(C#N)=C(SCC(=O)NC2CC2)N1 (stereo unspecified) | 0 | -2 | -8 | 1 | -4 | -0.2 | -3 | 7 | -1.2 | -11
COc1cccc(CN2CCNC(=O)C2CC(=O)N(C)C2CCOCC2)c1 (stereo unspecified) | -15 | -2 | 2 | 3 | -2 | -2.6 | 1 | -2 | -0.4 | 0
CCc1nc(CN2CCN(c3ccc(C(F)(F)F)cn3)CC2)c(C)[nH]1 | -1 | -2 | 4 | -21 | -1 | -0.9 | 1 | -4 | -0.1 | -3
Cc1sc2nc(SCC(=O)OC(C)C)n(C)c(=O)c2c1C | 4 | 3 | 5 | . | -2 | 0.3 | 4 | -2 | -0.6 | 3
CC(C)Cn1c(SCC(=O)NC(=O)NC2CCCC2)nc2ccccc21 | -5 | -3 | 1 | -19 | 4 | -1.5 | 5 | 5 | 0.9 | -4
C=C1CC(C)OC(c2ccccc2OCC(O)CN2CCCCC2)C1 (stereo unspecified) | 13 | -1 | -3 | -1 | -4 | 0.0 | 3 | 4 | 0.5 | -9
CC(=O)NCC(=O)OCC(=O)N1c2ccccc2Sc2ccccc21 | 1 | -1 | -12 | 9 | 5 | -0.4 | -7 | 3 | 1.2 | -1
Cc1ccc(NC(=O)Nc2ccccc2C#N)c(Cl)c1 | 5 | . | 7 | 1 | -6 | . | 6 | 8 | -0.2 | -3
Cc1ccc2c(c1)c(N=Nc1cccc(C(=O)O)c1)c(O)n2C | . | 0 | 4 | 6 | -1 | -4.6 | 2 | -5 | 0.3 | -10
O=C(Cc1ccccc1)NCC(=O)OCC(=O)c1ccc(F)cc1 | -8 | -1 | 14 | 8 | 3 | -2.6 | -1 | 0 | -0.9 | -9
Cc1ccc2nsnc2c1S(=O)(=O)N1CCN(CCc2ccccc2)CC1 | 1 | . | 3 | . | 1 | -1.1 | 0 | -3 | -0.6 | -4
COc1ccc(NC(C)=O)cc1NC(=O)c1ccc2ccccc2c1 | . | -3 | 5 | -1 | 7 | -2.0 | 7 | 7 | -1.1 | -8
Cc1cc(NCc2ccccc2)nc2ccccc12 | 5 | . | -7 | -1 | 0 | -0.5 | -3 | 7 | 0.1 | 2
CCOCC(=O)Nc1ccccc1C(=O)OCC | 4 | . | 9 | 0 | -4 | -0.9 | 0 | -1 | 0.8 | -6
O=C1CCCN1CC(O)CS(=O)(=O)c1ccc(Cl)cc1 (stereo unspecified) | -6 | . | 1 | -4 | . | -0.8 | 4 | 0 | -2.6 | 0
COc1ccc(C(C)NS(=O)(=O)Cc2ccccc2)cc1 (stereo unspecified) | 0 | 1 | -5 | . | -6 | -0.1 | 8 | -4 | -0.3 | 1
CCCn1c(=O)c2c(nc3n2CCCN3Cc2ccccc2)n(C)c1=O | -5 | 2 | -2 | -4 | -3 | 0.3 | -4 | -2 | -0.5 | -8
COc1cccc(NC(=O)CN(C)C(=O)CSCC(=O)Nc2ccc(C)cc2)c1 | 8 | -1 | 4 | 1 | . | -0.2 | -1 | -3 | -1.0 | -10
COc1cc2c(cc1OC)CN(CC(=O)NC(=O)NCc1ccco1)CC2 | -23 | . | 3 | -6 | -26 | . | -2 | 5 | -0.8 | -4
CC1=CN2C(=NC(=O)CC2(C)C(=O)N(CC(=O)NC2CCCC2)Cc2ccccc2)C=C1 (stereo unspecified) | -14 | -1 | 0 | 4 | -4 | -3.0 | 1 | 1 | -0.4 | -4
O=C(Nc1cnccn1)Nc1ccccc1Cl | 11 | 12 | -4 | 7 | 4 | -0.8 | -1 | 1 | 2.6 | 15

Complete entries, looked up by structure.
Record of `COc1ccc(C(C)NS(=O)(=O)Cc2ccccc2)cc1` (stereo unspecified) → Rtt109 HAT inh = 0; Wnt bcat act = 1; Tat transport = -5; MITF TRPM1 HTS = .; CAL PDZ FP-1 = -6; CAL PDZ FP-2 = -0.1; V-ATPase pH = 8; RTF Ca sens act = -4; CDK5 inh = -0.3; dFosB act = 1
Record of `COc1cccc(NC(=O)CN(C)C(=O)CSCC(=O)Nc2ccc(C)cc2)c1` → Rtt109 HAT inh = 8; Wnt bcat act = -1; Tat transport = 4; MITF TRPM1 HTS = 1; CAL PDZ FP-1 = .; CAL PDZ FP-2 = -0.2; V-ATPase pH = -1; RTF Ca sens act = -3; CDK5 inh = -1.0; dFosB act = -10

Following part.
SMILES | Rtt109 HAT inh | Wnt bcat act | Tat transport | MITF TRPM1 HTS | CAL PDZ FP-1 | CAL PDZ FP-2 | V-ATPase pH | RTF Ca sens act | CDK5 inh | dFosB act
COc1ccc(-c2c(C#N)sc(C(N)=O)c2-c2ccc(OC)cc2)cc1 | -1 | 0 | 12 | 0 | -3 | -0.9 | 0 | 9 | -1.5 | -7
CCCCC1(C)NC(=S)N2N1C(=S)NC2(C)CCCC (stereo unspecified) | 3 | -1 | -8 | . | . | 0.2 | 0 | . | 0.2 | -5
Cc1ccc(CNC(=O)COC(=O)c2cc(=O)[nH]c3ccccc23)cc1 | 1 | -2 | 3 | 6 | -2 | -0.8 | -4 | -6 | 0.0 | 55*
CCOc1ccccc1NC(=O)CCS(=O)(=O)c1cccc2nonc12 | -20 | -1 | -1 | -12 | -3 | -1.0 | 0 | -3 | 1.3 | -2
CSCCC(NC(=O)c1c(C)oc2c1CCCC2)C(=O)O (stereo unspecified) | -4 | . | 26 | . | -1 | -1.1 | 3 | 14 | -0.9 | 0
CCOc1ccccc1CNC(=O)CCn1ccc2cc(S(=O)(=O)N3CCCCC3)ccc21 | 4 | 0 | 4 | -10 | -2 | -1.1 | -3 | 5 | 4.0 | -8
O=C(CN1CCN(c2ccccn2)CC1)Nc1ccccc1 | 14 | 6 | 24 | 2 | 2 | 0.9 | 2 | -6 | -0.3 | 0
CC(C)(C)OC(=O)N[C@H](C(=O)OC(C)(C)C)c1ccccc1 | -2 | -4 | -2 | 0 | 1 | 0.4 | -3 | -3 | 2.5 | -5
CN(C)S(=O)(=O)c1cc(NC(=O)CN2CCOCC2)ccc1Cl | -2 | 1 | -6 | -6 | 2 | -1.1 | -1 | 2 | 6.0 | -1
S=C(NCc1ccccc1)NN1CCOCC1 | -17 | 0 | 0 | 10 | 8 | -1.9 | 1 | 6 | -1.7 | -5
CSc1nnc(-c2cc3ccccc3cc2O)n1C | -64 | . | -2 | 10 | -2 | -0.5 | 0 | -3 | 0.3 | 3
CCCc1ccc(NS(=O)(=O)c2c(C)oc(C)c2C(=O)OC)cc1 | 1 | 1 | 5 | . | . | -1.2 | -5 | 4 | -5.5 | 0

Ordered by heavy-atom count (highest first): four of the compounds above.
SMILES | Rtt109 HAT inh | Wnt bcat act | Tat transport | MITF TRPM1 HTS | CAL PDZ FP-1 | CAL PDZ FP-2 | V-ATPase pH | RTF Ca sens act | CDK5 inh | dFosB act
C[C@H](CO)N1C[C@H](C)[C@@H](CN(C)S(C)(=O)=O)Oc2ccc(NC(=O)Nc3ccccc3)cc2C1=O | -10 | 0 | 19 | 6 | -2 | -1.4 | -2 | 3 | -0.2 | -6
CCOc1ccccc1CNC(=O)CCn1ccc2cc(S(=O)(=O)N3CCCCC3)ccc21 | 4 | 0 | 4 | -10 | -2 | -1.1 | -3 | 5 | 4.0 | -8
Cc1c(C(=O)NN2CCOCC2)oc2c1ccc1ccccc12 | 3 | 0 | -1 | 5 | . | -2.8 | 1 | -4 | -1.5 | -14
Cc1sc2nc(SCC(=O)OC(C)C)n(C)c(=O)c2c1C | 4 | 3 | 5 | . | -2 | 0.3 | 4 | -2 | -0.6 | 3
